# High-throughput results: PubChem, several laboratories
# HTR5A inv ctr: inverse agonist of human HTR5A in OPRM1-OPRD1 counter-screen. AID 504634. P47898. HTR5A cell line, luminescence, inverse agonism. actives 0.083% (n = 340,000). inhibition, % at 9.3 µM; in the data active = inhibition mostly above about 23%, no sharp cut-off; inactive = mostly below about 18%;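 note: 0% = cells with DMSO and 100% = no-cell wells with DMSO; some compounds called inactive have numbers as strong as hits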
# CDK5 p35 inh: inhibitors of human CDK5/p35 kinase | Recombinant CDK5/p35, ADP-Glo luminescence, 60 min | inhibition, % at 10 µM | actives 0.01% (n = 330,000) | AID 488839;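 active = highest replicate inhibition of at least 50% and at least 75% of replicates reaching 50%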;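 note: plate controls were DMSO neutral control for no effect and GW8510 at 10 µM for full effect; many of its hits are not listed in these tables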
# Target sequence (Q00535 whole entry, looked up): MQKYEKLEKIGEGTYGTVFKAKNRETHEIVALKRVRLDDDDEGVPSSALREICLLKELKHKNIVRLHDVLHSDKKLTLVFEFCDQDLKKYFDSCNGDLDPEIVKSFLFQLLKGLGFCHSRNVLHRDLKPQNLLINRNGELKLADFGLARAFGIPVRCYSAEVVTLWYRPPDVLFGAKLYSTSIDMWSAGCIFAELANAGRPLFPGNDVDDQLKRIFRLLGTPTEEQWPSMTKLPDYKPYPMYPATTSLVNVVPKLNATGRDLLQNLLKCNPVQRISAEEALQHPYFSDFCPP
# Target sequence (Q15078 whole entry, looked up): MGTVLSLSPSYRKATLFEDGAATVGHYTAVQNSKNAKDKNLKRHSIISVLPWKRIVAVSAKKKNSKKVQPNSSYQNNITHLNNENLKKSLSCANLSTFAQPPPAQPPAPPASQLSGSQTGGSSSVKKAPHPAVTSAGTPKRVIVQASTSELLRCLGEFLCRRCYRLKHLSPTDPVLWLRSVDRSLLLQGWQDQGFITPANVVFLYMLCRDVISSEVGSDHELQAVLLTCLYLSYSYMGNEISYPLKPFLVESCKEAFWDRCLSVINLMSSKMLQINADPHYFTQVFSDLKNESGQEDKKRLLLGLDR
# NSD2 HMT inh: NSD2 (human) methyltransferase inhibition. AID 743445. O96028. inhibition, % at 12.5 µM. NSD2 peptide methylation, AlphaScreen, 120 min. actives 0.54% (n = 310,000); in the data active = inhibition above about 50%
# PvdQ acylase: P. aeruginosa PvdQ acylase inhibition | purified PvdQ acylase, fluorescence plate reader | inhibition, % at 10 µM | actives 0.063% (n = 340,000); in the data active = inhibition above about 30%, passing the limit was not always enough;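 note: 0% = vehicle neutral wells and 100% = reference inhibitor wells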
# MITF act: MITF TRPM1 promoter activation in melanoma cells; SK-MEL-5 TRPM1-promoter luciferase, 24 h; % of positive control, neutral wells = 0; activation, % at 12.5 µM; actives 0.75% (n = 300,000); AID 588334;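 active = mean activation of at least 80% with every replicate also reaching 80%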;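 note: 0% = neutral control wells and 100% = parthenolide positive control wells; values of inactives mirror those of a sister screen read the other way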
# Wnt bcat act: activates Wnt/beta-catenin signaling in a reporter cell assay. activation, % at 9.35 µM. actives 1.2% (n = 300,000). AID 743398. activator, plate reader; in the data active = activation above about 30%, passing the limit was not always enough;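 note: 0% = neutral control wells and 100% = positive control wells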
# HTR5A ag: counter-screen for OPRM1-OPRD1 agonists: human HTR5A agonism. AID 504692. actives 0.61% (n = 340,000). HTR5A agonist assay, luminescence, cell-based. activation, % at 9.3 µM; in the data active = activation mostly above about 9.5%, no sharp cut-off; inactive = mostly below about 7.6%;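 note: 0% = cells with vehicle only and 100% = reference agonist; strong numbers were not always called active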
# V-ATPase pHluor: regulators of yeast V-ATPase proton transport | S. cerevisiae, pHLuorin cytosolic pH fluorescence | response, % at 10 µM | actives 0.37% (n = 350,000) | AID 504577; in the data active = response mostly above about 7.3%, no sharp cut-off; inactive = mostly below about 5.4%; note: actives read high; inactives centre near 0; some compounds called inactive have numbers as strong as hits; reference of the scale not given here
# SR-BI HDL uptake: blocks mouse SR-BI lipid uptake from DiI-HDL; actives 0.96% (n = 320,000); ldlA[mSR-BI] CHO cells, DiI-HDL uptake fluorescence, 3 h; inhibition, % at 12.5 µM;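 active = mean replicate inhibition of at least 70% and a set share of replicates each scoring 70 or more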;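 note: 0% = median of neutral control wells and 100% = median of positive control wells; values of inactives mirror those of a sister screen read the other way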
# dFosB activator: mouse delta FosB homodimer activation | P13346 | purified delta FosB, TAMRA-CDK5 oligo fluorescence polarization; percent of positive-control signal above neutral wells | activation, % at 25 µM | actives 0.99% (n = 340,000) | AID 493131;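 active = mean activation above about 17%, with every replicate also reaching it, limit read from the data, passing the limit was not always enough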;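 note: fluorescence polarization rise as delta FosB binds a TAMRA Cdk5 AP-1 oligo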
# Target sequence (P13346 whole entry, looked up): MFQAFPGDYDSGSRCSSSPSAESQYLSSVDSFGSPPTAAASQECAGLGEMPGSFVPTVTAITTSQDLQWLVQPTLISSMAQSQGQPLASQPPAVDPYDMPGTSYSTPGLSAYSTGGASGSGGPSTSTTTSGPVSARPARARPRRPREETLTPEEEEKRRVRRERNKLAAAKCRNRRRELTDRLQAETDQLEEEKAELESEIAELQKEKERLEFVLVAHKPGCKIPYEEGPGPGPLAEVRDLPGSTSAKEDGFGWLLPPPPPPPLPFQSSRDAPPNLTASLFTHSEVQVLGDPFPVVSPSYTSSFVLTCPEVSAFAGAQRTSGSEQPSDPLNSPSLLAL
# The depositor's hits bear a star; · = not tested or not shown.
# Every second line gives: HTR5A inv ctr, CDK5 p35 inh, NSD2 HMT inh, PvdQ acylase, MITF act, Wnt bcat act, HTR5A ag, V-ATPase pHluor, SR-BI HDL uptake, dFosB activator
> Cc1ccc(S(=O)(=O)N2CCN(C(=O)/C=C/c3ccco3)CC2)cc1
→ -21, 0.5, -4, -3, 4, 2, -2, 2, -5, -1
> COC(CNC(=O)C1CCN(C(=O)c2cc3oc(C)cc3n2Cc2c(F)cccc2Cl)CC1)OC
→ -24, 1.1, ·, 3, 0, -2, 4, 3, -5, -9
> CCCn1cnc2c(N)c(C)c(C)cc21
→ -9, -1.5, 4, -16, ·, ·, 3, 6, -8, 3
> COc1cc(S(=O)(=O)N2CCN(c3ccccc3)CC2)ccc1F
→ 15, -0.6, -2, -15, 0, 1, -6, 0, -14, -2
> Cc1cc(C)c(S(=O)(=O)c2ccccc2C)c(OCCO)n1
→ -3, -1.5, -4, -9, 10, 1, 1, 2, -3, 4
> COC(=O)CCN(C(=O)c1ccc2c(c1)OCO2)c1ccccn1
→ -7, 0.4, 1, 12, 5, ·, -3, -7, -11, -9
> O=C(COc1ccccc1)Nc1nccs1
→ -1, -0.5, 2, -5, 70, 25, 0, 3, -34, 6
> Cc1ccc(NC(=O)CC2SC3=NCCCN3C2=O)c(C)c1 (stereo not given)
→ 4, -3.1, -2, -15, ·, -2, -2, 3, -5, -7
> O=C(NC(=S)NC1CCCCCC1)c1cncc(Br)c1
→ 8, 0.9, 19, -1, 95*, 37*, 5, -1, 19, -7
> Cc1cc(C)c2nc(-c3ccccn3)cc(C(=O)Nc3ccc(S(=O)(=O)Nc4onc(C)c4C)cc3)c2c1
→ ·, -1.6, 0, 0, 3, ·, ·, -2, 17, -28
> C=CCC1(C(=O)N(C)Cc2ccccc2)CCN(C(=O)OC(C)(C)C)CC1
→ -3, 2.2, ·, -5, -10, 5, 4, -8, 6, -12
> CC(C)C(NC(=O)c1ccc(Cl)c([N+](=O)[O-])c1)C(=O)NCc1ccccn1 (stereo not given)
→ -9, -0.1, -1, 6, -5, -2, 2, -1, -1, 0
> CSc1nsc(SCC(=O)Nc2ccc(F)cc2F)n1
→ 1, 0.8, -2, 11, 35, 17, -1, -2, -2, -7
> CCn1ccnc1CN(C)Cc1cn(C)nc1-c1ccccc1F
→ -15, -0.5, -1, -6, -6, -6, 5, 1, -9, 2
> CCOC(=O)c1cc(NC(=O)Nc2nccs2)c(C)nc1C
→ -14, -2.1, 0, -3, -1, -11, 5, -4, -14, -19
> Cc1ccc(-c2nc3ccccc3c(=O)n2CCCN2CCOCC2)cc1
→ 3, -0.6, -1, 8, ·, 8, 1, -5, -3, -10
> COC(=O)c1ccc(-c2noc(CN(Cc3ccccn3)CC3CCCO3)n2)cc1 (stereo not given)
→ -14, -1.3, 0, -10, -5, 3, 5, -1, 4, -12
> CCOc1ncccc1C(=O)Nc1ccc(C(=O)Nc2ccc(OC)cc2)cc1
→ 9, -0.1, -3, 1, -4, -5, -3, 2, 56, -6
> CC(C)CCN1C(=O)c2ccc(C(=O)Nc3ccccn3)cc2C1=O
→ 1, -3.8, -2, -14, 8, 2, 6, 3, -3, -7
> Cc1ccc(C)c(NC(=O)CCN2CCN(CCO)CC2)c1
→ -11, 0.3, 0, 19, -2, -2, 9, 4, 7, -5
> COc1ccc(CNC(=O)CSc2n[nH]c(N)n2)cc1
→ -8, 2.8, 4, 1, -8, -1, 2, -5, -7, 0
> COc1ncccc1C(=O)N1CCCC(N2CCN(c3cccc(Cl)c3)CC2)C1 (stereo not given)
→ -29, 0.5, 1, 8, 0, 1, 4, 0, 24, -10
> CC(=O)OCC1=C(C(=O)O)N2C(=O)C(NC(=O)COc3ccc(F)cc3)C2SC1 (stereo not given)
→ 12, -6.7, 2, 8, -9, 3, 4, 3, -28, -1
> Cc1ccc2nc3c(cc(C(N)=S)c(=N)n3CCCOC(C)C)c(=O)n2c1
→ 7, 2.4, 17, -11, -1, -3, -1, 3, -7, -18
> c1ccc(COc2nsnc2N2CCOCC2)cc1
→ -24, 0.9, ·, 7, 7, -3, 8, 0, 8, 3
> Fc1ccc2c(c1)C(c1cccnc1)=NNC(c1cccs1)=N2
→ 11, -1.3, 2, -7, -1, -5, -3, 0, -2, 1
> Cc1cc(N2CCN(C(=O)c3ccco3)CC2)n2ncnc2n1
→ 6, -1.6, -5, -14, 8, -5, 1, -5, -9, 2
> Cc1ccc2cc(CN(Cc3ccc4c(c3)OCO4)Cc3nnnn3Cc3ccco3)c(=O)[nH]c2c1
→ -7, -0.6, -3, -12, -5, ·, -10, 2, 56, -1
> CCOC(=O)c1ccccc1Nc1cn(C(C)=O)c2ccccc12
→ 8, 0.3, 5, -19, -16, ·, -3, 4, 32, -3
> Clc1ccc(Oc2nc3c(Cl)cccc3s2)cc1Cl
→ -38, 0.1, -3, -5, ·, -7, -4, -3, 7, 4

# Record cards, from the list above. Screens in order: HTR5A inv ctr | CDK5 p35 inh | NSD2 HMT inh | PvdQ acylase | MITF act | Wnt bcat act | HTR5A ag | V-ATPase pHluor | SR-BI HDL uptake | dFosB activator
# Shown for COc1cc(S(=O)(=O)N2CCN(c3ccccc3)CC2)ccc1F → 15 | -0.6 | -2 | -15 | 0 | 1 | -6 | 0 | -14 | -2
# Shown for Cc1ccc(NC(=O)CC2SC3=NCCCN3C2=O)c(C)c1 (stereo not given) → 4 | -3.1 | -2 | -15 | · | -2 | -2 | 3 | -5 | -7
# Shown for COC(CNC(=O)C1CCN(C(=O)c2cc3oc(C)cc3n2Cc2c(F)cccc2Cl)CC1)OC → -24 | 1.1 | · | 3 | 0 | -2 | 4 | 3 | -5 | -9
# Shown for COc1ccc(CNC(=O)CSc2n[nH]c(N)n2)cc1 → -8 | 2.8 | 4 | 1 | -8 | -1 | 2 | -5 | -7 | 0

# Next section.
# Every second line gives: HTR5A inv ctr, CDK5 p35 inh, NSD2 HMT inh, PvdQ acylase, MITF act, Wnt bcat act, HTR5A ag, V-ATPase pHluor, SR-BI HDL uptake, dFosB activator
> N#C/C(=C/Nc1ccccc1)c1ccsc1
→ -4, 6.8, 1, 17, 18, ·, 1, 2, 32, 2
> CCOC(=O)c1cnc2c(-c3cccc(Br)c3)cnn2c1C
→ -8, -0.8, -3, 2, 58, 6, 3, -4, -40, -2
> COc1ccc(-n2c(C)cc(C(=O)CSc3nnc(-c4ccoc4C)n3C)c2C)cc1
→ 0, 0.3, 10, -2, ·, 2, -4, -1, 18, -9
> CC[C@]12c3[nH]c4ccc(OC)cc4c3CCN1C(=O)C(CC(=O)NCc1ccco1)C[C@@H]2C(=O)N1CCN(C(=O)c2ccco2)CC1 (stereo not given in full)
→ 11, 0.8, ·, -1, -1, -5, -3, -4, 14, -12
> COc1ccc(C(=S)N2CCOCC2)cc1OC(=O)c1ccccc1Cl
→ -23, -2.4, -4, 4, 15, -2, 0, 5, -8, -9
> CCOC(=O)N/N=C/C(Cl)=C/c1ccccc1
→ 25, -0.6, -1, 0, 75, 16, 4, 3, 11, -7
> Cc1ccc(C)c(NS(=O)(=O)c2c(C)nn(C)c2C)c1
→ -15, -0.3, -9, 9, 11, 8, 1, 2, -16, -5
> O=C(NCc1ccccc1)C1CCCN(c2nc3ccsc3c(=O)s2)C1 (stereo not given)
→ -7, 0.1, -4, -16, -11, 0, 2, -2, ·, 14
> COc1ccccc1C(=O)N/N=C(\C)c1cccnc1
→ -40, 0.3, 1, 0, ·, 9, 0, 3, ·, -8
> Oc1ccccc1C1=NOC(O)(C(F)F)C1 (stereo not given)
→ -20, 1.4, -2, -6, 15, ·, 4, -2, 5, 1
> CCCNC(=O)COC(=O)c1ccccc1C(=O)N(C)C1CCCCC1
→ -6, 0.8, 6, -6, -3, -5, 3, 1, -29, -9
> Cc1ccc([N+](=O)[O-])c2c1C(N1CCCC1)C(C)(C)O2 (stereo not given)
→ 1, -3.4, -1, -7, 0, 0, -6, 1, -4, -7
> Cn1nnnc1NCc1ccc(Cl)c(Cl)c1
→ 3, -3.0, ·, -8, -10, -2, -1, 0, -16, -6
> Fc1cccc(Cl)c1CSc1ccc(-c2ccco2)nn1
→ 16, 4.0, 2, -24, 94*, 23, -4, 5, -4, -13
> Cn1cnc(S(=O)(=O)Nc2ccc3c(c2)OCCO3)c1
→ ·, -3.6, 0, -10, ·, 3, ·, 0, 0, -9
> Cc1ccc(C(=O)NCCN2CCOCC2)cc1S(=O)(=O)N1CCCCC1
→ 16, -1.4, 0, 3, -6, 0, -4, 0, -8, 2
> Cc1ccc(NC(=O)C2CCN(S(=O)(=O)c3cccs3)CC2)cc1C
→ -46, 0.8, -1, 7, -6, ·, 8, 6, 12, -7
> COC(=O)C(C)Sc1ccc2nnc(-c3cccc(F)c3)n2n1 (stereo not given)
→ -15, 2.1, ·, 14, ·, 3, 5, 5, -12, -4
> O=C1CC2(CCOCC2)Oc2ccc3ccccc3c21
→ 7, 0.3, ·, -10, -3, 3, 9, -8, 0, -1
> O=c1[nH]c(CN2CCN(c3ccccn3)CC2)nc2c(Br)cc(Br)cc12
→ 23, 0.0, 1, 1, 4, 1, 0, -3, 9, -8
> CCS(=O)(=O)N1Cc2ccccc2CC1C(=O)Nc1ncc(C)s1 (stereo not given)
→ 0, 1.5, -9, -14, 24, 22, 0, 0, -1, -20
> CCCc1cc(=O)[nH]c(SCC(=O)c2ccc3c(c2)NC(=O)CO3)n1
→ -6, 0.0, 0, -2, -14, 4, 2, 0, -16, 1
> O=C(NNC1=NCCCCC1)Nc1ccc(Cl)cc1
→ -10, -0.3, 0, -17, ·, 2, 3, -4, -7, 3
> O=C(Cc1ccccc1[N+](=O)[O-])NCc1ccccc1Cl
→ -4, 0.9, -1, -5, 51, 2, 0, 1, 0, 2
> Cc1cc(C)n(C(=O)c2ccc(NC(=O)C3CC3)cc2)n1
→ -25, -1.1, ·, -11, -2, 2, 9, -1, 27, 3
> Cc1cc2c(cc1C)N(C(=O)CCl)CCN2C(=O)CCl
→ -15, 0.0, 9, -9, -94, 1, 4, -1, -28, -6
> CNC(=O)c1nc(C)n(-c2ccc([N+](=O)[O-])cc2)n1
→ -2, -2.6, 0, 0, -4, -2, 1, -4, -5, 1
> N#C/C(=C\c1ccc(Oc2ccc(C(F)(F)F)cc2[N+](=O)[O-])cc1)c1nc2ccccc2[nH]1
→ -23, -1.4, 1, -17, 3, ·, 9, -5, 23, -4
> Cc1cc(C)cc(-n2ncc3c2CCCC3NC(=O)CCN2CCCC2=O)c1 (stereo not given)
→ 11, 2.2, -3, -10, -8, 3, -4, 3, 3, 2

# An excerpt from above in order of molar mass, rising.
# Every second line gives: HTR5A inv ctr, CDK5 p35 inh, NSD2 HMT inh, PvdQ acylase, MITF act, Wnt bcat act, HTR5A ag, V-ATPase pHluor, SR-BI HDL uptake, dFosB activator
> Cn1nnnc1NCc1ccc(Cl)c(Cl)c1
→ 3, -3.0, ·, -8, -10, -2, -1, 0, -16, -6
> O=C1CC2(CCOCC2)Oc2ccc3ccccc3c21
→ 7, 0.3, ·, -10, -3, 3, 9, -8, 0, -1
> Fc1cccc(Cl)c1CSc1ccc(-c2ccco2)nn1
→ 16, 4.0, 2, -24, 94*, 23, -4, 5, -4, -13
